Assay outcomes deposited in PubChem BioAssay by several laboratories.
T cell HTS: modulators of CD8 T cell-vesicle binding, primary screen, mouse 2C CD8+ T cells, flow cytometry; calls only at 7 µM; 0.068% of 330,000 active; 2C CD8+ T cell-vesicle binding; hits give low values;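 active = response, share of CD8 T cells binding vesicles, and their 90th percentile fluorescence all below set limits, cut at about 80% in these data, passing the limit was not always enough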
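Material: 2C TCR transgenic mouse naive CD8+ T cells, MACS-purified. Also added: QL9-charged Drosophila Ld/ICAM-1/B7-1 vesicles. Timing: binding 1.5 h at 37 °C. Measured by: high-throughput flow cytometry with anti-B7-1 and anti-CD8 staining. Read-out: percent CD8+ FL2 mean versus row control. Controls: Unloaded micro-vesicles (low), QL9 vesicles with 0.7% DMSO (high).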
MT stabilize HCS: microtubule stabilizers in HeLa cells, primary screen, imaging, high-content imaging. HeLa tubulin immunostaining HCS, 24 h; share of cells brighter than vehicle mean+2SD. % tubulin-high responders, % at 10 µM. 0.83% of 200,000 active;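 active = plate Z-score above 3 for both tubulin-high and condensed-nucleus cell shares, with cell loss under 80%, at 10 µM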;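 also: anti alpha tubulin signal scored within the nucleus-defined area of each cell; some results filed as inactive read as strong as hits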
Hep lipid drop: inhibitors of hepatocyte lipid droplet formation, primary screen, imaging, high-throughput imaging, BODIPY stain. AID 1656, 2009. inhibition, % at 6.5 µM. AML12 mouse hepatocytes, oleate lipid droplets. 0.4% of 240,000 active;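 active = lipid droplet intensity inhibited by at least 50%, with more than 500 cells counted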
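Material: mouse AML12 hepatocyte cell line, fixed after treatment; Timing: compound with oleate, overnight; Technique: high-content imaging of BODIPY-stained droplets and DAPI nuclei; Probe or stimulus: oleate, 100 µM final; Dosing: compound at 6.5 µM only.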
Ins promoter up: insulin promoter activators in MIN6 cells, imaging, high-content screening, mouse beta cells | MIN6 insulin promoter-GFP reporter; hits give high values | z-score at 5 µM | 0.3% of 190,000 active;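 active = z-score above 3 at 5 µM with at least 500 cells counted in the well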
Autophagy HCS: autophagy modulators in MEF cells, primary screen, imaging, high-content, MEF GFP-LC3. MEF GFP-LC3 puncta imaging; test concentration mostly 10 µM. calls only at 10 µM (by protocol). 0.98% of 190,000 active. AID 463193, 2010;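 active = percentage of spot-positive cells more than 3 SD above its plate mean, without a fluorescence outlier flag or 80% toxicity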;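 also: spot-positive cell cutoff set from DMSO-treated cells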
West Nile virus CPE: West Nile virus antiviral activity, cell-based, CPE readout (AID 1621); West Nile virus-infected cells, CPE inhibition; higher % means a stronger effect; one-dose CPE inhibition, % at 10 µM; IC50 in µM for titrated hits; 0.02% of 290,000 active; in the data active = a potency from the dose series; also: strong numbers were not always called active
b-catenin transl: modulators of beta-catenin nuclear translocation, primary screen, imaging, HeLa cells, immunofluorescence, high-content | nuclear translocation activity, % at 5 µM | 0.3% of 190,000 active;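 active = nuclear translocation activity above 50% at 5 µM, with a well cell count of 50 or more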;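 also: per-cell ratio of nuclear to cytoplasmic median beta-catenin stain intensity; plate controls were DMSO negative control for no effect and GSK-3 inhibitor IX positive control for full effect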
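Technique: fluorescence imaging of beta-catenin antibody stain plus DAPI / Material: human HeLa cell line / Incubation: compound treatment 24 h, 37°C, 5% CO2 / Read-out basis: % activation of per-cell nuclear versus cytoplasmic median beta-catenin signal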
Myeloid diff MLP: induction of myeloid progenitor differentiation, primary screen, cell-based, flow cytometry, MLPCN library; ER-HoxA9 myeloid progenitors, lysozyme-GFP differentiation; calls only at 10 µM; 1% of 360,000 active; AID 624256, 2012;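 active = normalized GFP-positive differentiation at or above the plate's own cutoff, the solvent-only control mean plus 3 SD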;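 also: cells exposed to compound for four days before flow analysis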
WT yeast gro inh: growth inhibition of WT strain, primary screen, mitochondrial fusion inhibitor project, WT and mutant strains, chemical genetic; 2.1% of 190,000 active; inhibition, % at 10 µM; mitochondrial fusion phenotypic screen; in the data active = inhibition above about 58%; tested in S. cerevisiae
WT yeast gro inh mutant strain: second read-out of WT yeast gro inh, no call of its own (marks repeat the call); inhibition, %; mitochondrial fusion phenotypic screen, mutant strain inhibition
Ins promoter up cell count: recorded beside Ins promoter up, whose call it bears; cell count; measured here: cytotoxicity, nuclei count;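 total cells summed across four imaged fields per well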
Hep lipid drop cells 6.5 µM: further read-out of Hep lipid drop, marked with its call; cell count; measured here: cell count, cytotoxicity flag;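 cells counted across two imaged fields per well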
b-catenin transl cell count 5 µM: second read-out of b-catenin transl, no call of its own (marks repeat the call); cell count; measured here: cell count, cytotoxicity flag
T cell HTS vesicle-bound %: second read-out of T cell HTS, no call of its own (marks repeat the call); double positive events, %; measured here: CD8+ vesicle-bound cell fraction;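 binding gate set so that unloaded-vesicle control wells show 10% double positive cells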
MT stabilize HCS Hoechst-high %: also measured in MT stabilize HCS; calls as there; % Hoechst-high responders; measured here: nuclear condensation Hoechst responders;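 share of cells brighter than vehicle mean plus two SD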
MT stabilize HCS cytotoxicity %: second read-out of MT stabilize HCS, no call of its own (marks repeat the call); toxicity, %; measured here: cytotoxicity by cell density;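 0% = mean cell density of plate MIN control wells and 100% = no cells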
Autophagy HCS cell loss 18 h: also measured in Autophagy HCS; calls as there; toxicity, %; measured here: cell loss, nuclei count;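 cell loss after 18 h compound exposure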
Myeloid diff MLP GFP+ MAC1+ %: further read-out of Myeloid diff MLP, marked with its call; GFP+ MAC1+ double positive, %; measured here: differentiation confirmed by MAC1 staining
* marks the source's active call; other numbers are inactive results; i = inactive; . = no result given; + = active, no number.

| # | structure | T cell HTS | T cell HTS vesicle-bound % | MT stabilize HCS | MT stabilize HCS Hoechst-high % | MT stabilize HCS cytotoxicity % | Hep lipid drop | Hep lipid drop cells 6.5 µM | Ins promoter up | Ins promoter up cell count | Autophagy HCS | Autophagy HCS cell loss 18 h | West Nile virus CPE | b-catenin transl | b-catenin transl cell count 5 µM | Myeloid diff MLP | Myeloid diff MLP GFP+ MAC1+ % | WT yeast gro inh | WT yeast gro inh mutant strain |
| --- | --- | --- | --- | --- | --- | --- | --- | --- | --- | --- | --- | --- | --- | --- | --- | --- | --- | --- | --- |
| 1 | Cc1ccc(-c2cccc(NC(=O)C3C(C(=O)O)[C@@H]4C=C[C@H]3C4)c2)o1 (stereo partly specified) | i | 58 | 6.0 | 4.2 | 1.7 | . | . | 0.82 | 1017 | i | 17 | -0.2% | -2.0 | 951 | i | 1.5 | -10 | 4 |
| 2 | O=C(NCCc1ccccn1)c1cccc(S(=O)(=O)N2CCCCCC2)c1 | i | 21 | 1.8 | 1.0 | 3.3 | 14 | 743 | -0.09 | 1247 | i | -12 | 1.4% | -2.9 | 1241 | i | 1.0 | 26 | -1 |
| 3 | CCOc1ccc(NC(=O)CCC(=O)Oc2ccc(C)cc2)cc1 | i | 46 | . | . | . | 2 | 825 | . | . | . | . | 0.7% | . | . | i | 0.9 | . | . |
| 4 | O=C(c1ccc(C23CC4CC(CC(C4)C2)C3)o1)N1CCOCC1 | i | 14 | 2.3 | 2.6 | 7.9 | -2 | 725 | . | . | i | -1 | -0.9% | . | . | i | 0.3 | 8 | 21 |
| 5 | O=C(CSc1n[nH]c(-c2ccncc2)n1)Nc1ccc(Cl)c(C(=O)O)c1 | i | 41 | . | . | . | -8 | 784 | . | . | . | . | 0.2% | . | . | i | 1.0 | . | . |
| 6 | Cc1ccc(C)n1-c1sc2c(c1C(=O)O)CCCC2 | i | 46 | 3.5 | 3.2 | 3.6 | 1 | 684 | -0.06 | 1148 | i | 1 | -0.8% | -3.0 | 601 | i | 0.2 | 2 | -8 |
| 7 | COc1cccc2c1OCC1COc3c(c(=O)n(C)c(=O)n3C)C21 (stereo unspecified) | i | 22 | 2.0 | 1.4 | 14 | 14 | 807 | -0.55 | 953 | i | 0 | -0.3% | . | . | i | 1.2 | 1 | 7 |
| 8 | CCOc1ccc(C(=O)N2CCN(S(=O)(=O)c3cccs3)CC2)c(OCC)c1 | i | 36 | . | . | . | -21 | 708 | . | . | . | . | 0.0% | . | . | i | 1.0 | . | . |
| 9 | CCSc1nnc(NC(=O)CSc2nc3c(c(=O)n2C)SC(C)C3)s1 (stereo unspecified) | i | 26 | 1.8 | 2.2 | 6.3 | -2 | 720 | -0.33 | 1260 | i | 13 | -0.8% | -1.3 | 1106 | i | 3.1 | 3 | 1 |
| 10 | CN(C)c1cc(-c2ccc(Br)cc2)oc(=O)c1Cl | i | 21 | . | . | . | 6 | 712 | -0.34 | 1121 | . | . | -0.6% | -1.0 | 1392 | i | 0.1 | . | . |
| 11 | Cc1nnc(SCC(=O)N2CCCc3ccccc32)[nH]c1=O | i | 41 | 3.1 | 1.8 | 3.6 | 14 | 807 | . | . | i | 1 | 0.9% | . | . | i | 0.8 | 11 | 13 |
| 12 | O=[N+]([O-])c1ccc(Cl)c2c1C1C=CCC1C(c1ccccn1)N2 (stereo unspecified) | i | 63 | 4.0 | 2.1 | 4.0 | -20 | 650 | -0.54 | 1546 | i | 2 | -1.4% | 2.2 | 890 | i | 0.0 | 17 | 8 |
| 13 | CCOC(=O)Cn1nc(/C=C/c2ccc(C)cc2)ccc1=O | i | 55 | 4.7 | 2.0 | 13 | -6 | 633 | 0.02 | 1582 | i | 2 | 0.0% | 1.5 | 843 | i | 0.5 | 8 | -24 |
| 14 | Cn1c(=O)c([N+](=O)[O-])c(NCC(O)c2ccccc2)c2ccccc21 (stereo unspecified) | i | 34 | 2.5 | 1.9 | 2.6 | 5 | 625 | -0.07 | 1324 | i | 4 | -0.4% | -0.1 | 952 | i | 0.4 | 12 | 1 |
| 15 | O=C(/C=C/c1ccc(Cl)cc1Cl)c1ccc[nH]1 | i | 51 | 5.2 | 2.8 | 3.1 | -9 | 695 | -1.2 | 1329 | i | 42 | 1.0% | 0.1 | 1463 | i | 0.3 | 42 | 42 |
| 16 | Clc1cccc(COn2c(-c3ccc(Cl)cc3Cl)nc3ncccc32)c1 | i | 31 | 0.8 | 1.0 | 9.9 | 1 | 826 | 0.71 | 845 | i | -1 | -0.8% | 5.4 | 948 | i | 0.4 | 67* | 42* |
| 17 | Cc1nc2ccc(NC(=O)c3nn(CC(C)C)c(=O)c4ccccc34)cc2s1 | i | 54 | 2.4 | 2.0 | 10 | 7 | 721 | -2 | 1427 | i | 28 | 0.0% | 1.5 | 1100 | i | 0.1 | 64* | -2.7* |
| 18 | Cn1c(=O)[nH]c(=O)c2c1nc(SCC(=O)O)n2CCOc1ccccc1 | i | 31 | . | . | . | -1 | 806 | . | . | . | . | 0.0% | . | . | i | 0.5 | . | . |
| 19 | Cc1ccc(Sc2ccc(NC(=O)CCl)cc2)cc1C | i | 24 | 2.2 | 1.8 | 3.9 | 30 | 654 | 0.12 | 958 | i | 1 | 2.4% | 2.9 | 547 | i | 0.6 | 66* | 22* |
| 20 | COc1ccc(NC(=O)CSc2nnc(C3CC3)n2N)cc1 | i | 32 | 3.3 | 3.3 | 0.6 | . | . | -0.26 | 1535 | i | 7 | 0.3% | -0.7 | 1246 | i | 0.7 | 3 | 2 |
| 21 | Cc1ccc2ccc(C(Nc3ccccn3)c3ccccc3)c(O)c2n1 (stereo unspecified) | i | 38 | 4.3 | 2.4 | 1.6 | . | . | -0.88 | 938 | i | 3 | -0.2% | -0.4 | 1159 | i | 2.3 | -12 | -3 |
| 22 | Cc1n[nH]c(=O)nc1NCc1ccc(Cl)cc1 | i | 21 | 1.3 | 1.1 | 6.9 | -1 | 744 | 0.32 | 895 | i | -8 | 0.1% | -0.8 | 1087 | i | 0.2 | 21 | 1 |
| 23 | Cc1ccc(C)c(Cn2c(=O)n(CCC(=O)NCc3ccco3)c(=O)c3sccc32)c1 | i | 51 | 3.2 | 1.0 | 4.4 | -7 | 647 | -0.07 | 1601 | i | -7 | 0.8% | 0.0 | 1022 | i | 5.5 | 6 | 0 |
| 24 | COc1cc(NC(=O)CN2CCN(Cc3ccc4c(c3)OCO4)CC2)cc(OC)c1 | i | 64 | 2.7 | 1.9 | 4.0 | 10 | 837 | -0.58 | 957 | i | -6 | . | -2.6 | 1216 | i | 0.6 | -4 | 4 |
| 25 | CCn1c(SCC(=O)NC(C)C)nnc1-c1cccs1 | i | 53 | 0.9 | 0.8 | 0.3 | 1 | 754 | . | . | + | -1.3* | -0.2% | -1.9 | 992 | i | 1.0 | 1 | -4 |
| 26 | O=S(=O)(c1ccc(F)c2ccccc12)N1CCCCC1 | i | 42 | 2.8 | 1.3 | 7.0 | . | . | 0.28 | 1669 | i | 9 | -0.2% | -0.6 | 1402 | i | 0.8 | 7 | -6 |
| 27 | Nc1nnc(SCC(=O)OCC(=O)NC2CCCCC2)s1 | i | 56 | 2.3 | 2.6 | 5.8 | 0 | 692 | 0.47 | 1236 | i | 3 | 0.8% | 0.1 | 1060 | i | 0.5 | -12 | -3 |
| 28 | O=C1N/C(=C/c2ccc(Br)s2)C(=O)N1c1ccccc1 | i | 61 | 1.7 | 1.3 | 5.0 | 0 | 751 | -0.35 | 1252 | + | -10* | -1.5% | 0.4 | 1425 | i | 0.5 | -6 | -11 |
| 29 | Cc1nn(C(C)C(=O)NCC2CCCO2)c(C)c1[N+](=O)[O-] (stereo unspecified) | i | 30 | 3.5 | 1.7 | 7.2 | -2 | 679 | 0.18 | 1696 | i | -12 | -0.2% | -4.8 | 1087 | i | 0.2 | -29 | -11 |
| 30 | O=C(CCN1CCN(c2ccccc2)CC1)N/N=C/c1ccc(O)c(O)c1O | . | . | 2.9 | 1.9 | 5.4 | -17 | 633 | 0.21 | 1458 | i | 4 | 0.8% | 0.9 | 1450 | i | 0.3 | 7 | 18 |
| 31 | CCOC(=O)c1sc(NC(=O)CSc2nnc(C(C)C)n2C)nc1C | i | 33 | 2.8 | 1.7 | 4.7 | -16 | 718 | . | . | i | 3 | 0.1% | . | . | i | 0.7 | -16 | 3 |

3 entries out of the list above, arranged by the value under West Nile virus CPE, ascending:
| cpd | SMILES | West Nile virus CPE |
| --- | --- | --- |
| 4 | O=C(c1ccc(C23CC4CC(CC(C4)C2)C3)o1)N1CCOCC1 | -0.9% |
| 10 | CN(C)c1cc(-c2ccc(Br)cc2)oc(=O)c1Cl | -0.6% |
| 18 | Cn1c(=O)[nH]c(=O)c2c1nc(SCC(=O)O)n2CCOc1ccccc1 | 0.0% |

Values in list order from above:
West Nile virus CPE for entries 28–31 → -1.5%, -0.2%, 0.8%, 0.1%

An unsorted share of the library. About 3.9% of those tested had a hit in this group.
